# From PubChem BioAssay
# Giardia killer: Giardia lamblia killing. 0.15% of 340,000 active. activity change, % at 7.66 µM, hits read low. Giardia lamblia trophozoite viability; in the data active = activity change below about -80%; inconclusive = between about -30% and that limit;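 note: parasites exposed to compound for two days anaerobically before the ATP read; % is set by controls: 0 for no effect and ±100 for the full control effect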
#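 Killing of trophozoites was scored by loss of ATP luminescence after a 48 hrs anaerobic exposure to compounds at 37 deg C, using 100 cells per well.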
# Tb PFK block: inhibitors of T. brucei phosphofructokinase. T. brucei PFK, ADP-Glo luminescence. Potency, µM (top dose mostly 57.5 µM), for the others: top-dose activity, negative = inhibition, actives largely listed as inhibitors. 0.17% of 330,000 active;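 note: potency is the fitted concentration of half-maximal effect; 0% = uninhibited 1x PFK enzyme wells and -100% = no-enzyme wells; nearly all actives have a fitted effect of over 60% in size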
#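 In TEA buffer at pH 8.0 with 5 mM MgCl2, enzyme (1.25 nM) converted F6P (0.5 mM) and ATP (0.1 mM) for 45 min at room temperature. ADP product was read by luciferase luminescence.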
# RORg inh: blocks mouse ROR gamma transcriptional activity | P51450 | Drosophila S2 Gal4-RORgamma UAS-luciferase reporter, 20 h | Potency, µM (series often up to 53.6 µM), without a hit: top-dose activity change, negative = inhibition, most hits filed as inhibitors | 5.4% of 310,000 active | AID 2551; note: potency is the fitted concentration of half-maximal effect; % is set by controls: 0 for no effect and ±100 for the full control effect; nearly all actives have a fitted effect of over 60% in size
# Target sequence (P51450 whole entry, looked up, the tested form may be a part): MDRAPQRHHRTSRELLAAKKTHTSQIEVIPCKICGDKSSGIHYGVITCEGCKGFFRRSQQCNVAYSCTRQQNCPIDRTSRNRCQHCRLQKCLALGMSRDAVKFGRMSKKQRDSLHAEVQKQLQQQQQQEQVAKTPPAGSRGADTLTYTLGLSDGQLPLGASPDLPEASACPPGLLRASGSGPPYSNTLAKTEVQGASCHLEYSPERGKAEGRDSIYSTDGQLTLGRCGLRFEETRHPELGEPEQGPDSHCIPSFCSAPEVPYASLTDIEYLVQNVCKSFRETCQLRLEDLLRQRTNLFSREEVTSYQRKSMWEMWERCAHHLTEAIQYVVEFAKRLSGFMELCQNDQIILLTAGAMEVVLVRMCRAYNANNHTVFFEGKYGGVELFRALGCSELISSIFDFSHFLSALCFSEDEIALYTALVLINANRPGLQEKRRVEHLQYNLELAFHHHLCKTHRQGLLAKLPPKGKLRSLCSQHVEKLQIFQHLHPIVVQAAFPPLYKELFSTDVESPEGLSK
#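 Drosophila S2 cells stably expressing Gal4-DBD/mouse RORγ fusion under metallothionein promoter plus UAS-luciferase; compound 1 h, then 700 uM CuSO4 induction for 20 h at ambient temperature; inhibition read as reduced luminescence.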
# FLuc modulator: inhibits or activates purified firefly luciferase, miR-21 counter-screen; P08659; purified FLuc, Km substrates, luminescence inhibition; Potency, µM (titrated, usually from 57.5 µM), for the others: top-dose activity change, negative = inhibition, actives largely listed as inhibitors; 6.9% of 360,000 active;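 note: potency is the fitted concentration of half-maximal effect; plate controls were vehicle for no effect and reference inhibitor for full effect; nearly all actives have a fitted effect of over 55% in size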
# Target sequence (P08659 whole entry, looked up): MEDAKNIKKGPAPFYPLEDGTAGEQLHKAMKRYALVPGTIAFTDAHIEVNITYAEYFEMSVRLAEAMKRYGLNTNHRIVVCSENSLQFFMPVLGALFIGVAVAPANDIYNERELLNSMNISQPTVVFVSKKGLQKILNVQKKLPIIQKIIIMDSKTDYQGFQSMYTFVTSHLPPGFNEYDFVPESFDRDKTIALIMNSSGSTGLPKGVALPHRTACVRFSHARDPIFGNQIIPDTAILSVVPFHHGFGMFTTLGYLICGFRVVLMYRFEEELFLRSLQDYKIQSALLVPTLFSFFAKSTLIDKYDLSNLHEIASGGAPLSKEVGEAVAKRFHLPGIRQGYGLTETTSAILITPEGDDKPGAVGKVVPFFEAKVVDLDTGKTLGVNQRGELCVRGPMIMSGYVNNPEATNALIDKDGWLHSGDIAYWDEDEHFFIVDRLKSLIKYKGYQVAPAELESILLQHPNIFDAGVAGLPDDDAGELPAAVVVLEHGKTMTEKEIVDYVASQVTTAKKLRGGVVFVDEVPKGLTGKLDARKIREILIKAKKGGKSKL
#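 Purified P. pyralis luciferase (10nM final) with 10uM D-luciferin and 10uM ATP (Km levels) in 50mM Tris acetate pH 7.5, 10mM Mg acetate, 0.01% Tween-20, 0.05% BSA; qHTS 6-point titration, ~60 µM downward; luminescence read.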
# VP16 counter: counter-screen for ROR gamma inhibitors: Gal4-VP16 reporter. Drosophila S2 Gal4-VP16 UAS-luciferase, luminescence, 20 h. Potency, µM (doses to about 53.6 µM), for inactives: top-dose activity, negative = inhibition, usual class: inhibitors. 3.5% of 310,000 active;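 note: Gal4-VP16 expression switched on by copper sulfate through the metallothionein promoter; potency is the fitted concentration of half-maximal effect; % is set by controls: 0 for no effect and ±100 for the full control effect; nearly all actives have a fitted effect of over 50% in size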
# ELG1 genotoxic: genotoxicity induction in ELG1-luciferase HEK293T cells. HEK293T ELG1-luciferase reporter, luminescence, 16 h. Potency, µM (titrated, usually from 46 µM), without a hit: top-dose activity change, positive = activation, usual class: activators. 1.3% of 330,000 active. AID 504466; note: potency is the fitted concentration of half-maximal effect; % of control where 0% means no effect; nearly all actives have a fitted effect of over 60% in size
#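 Quantitative HTS format in 1536-well plates. HEK293T ELG1-luciferase reporter cells receive test compound and are incubated 16 hr at 37 °C, 5% CO2; ONE-Glo added, 30 min room temperature, then luminescence read.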
# Rab9 prom act: Rab9 promoter activation. Huh7 Rab9 promoter-luciferase reporter, luminescence, 24 h. Potency, µM (top dose mostly 9.22 µM), without a hit: top-dose activation, negative = inhibition, most hits filed as activators. 2.8% of 320,000 active. AID 485297; note: potency is the fitted concentration of half-maximal effect; % of control where 0% means no effect; nearly all actives have a fitted effect of over 60% in size
#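 Promoter activation is measured as luciferase luminescence in Huh7 cells stably transfected with a Rab9 promoter–luciferase construct, following 24 h compound exposure at 37 °C and 10 min reagent incubation at ambient temperature.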
# FBPA coupling cs: counter-screen for Giardia aldolase inhibitors: coupling enzyme system; 0.67% of 290,000 active; coupling enzyme system counterscreen, AmpLite Red fluorescence; activity change, negative = inhibition, % at 58.2 µM, hits read low; in the data active = activity change below about -30%; note: % is set by controls: 0 for no effect and ±100 for the full control effect
#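 Activity here indicates interference with the coupling reaction, not aldolase inhibition. Compounds at 57.5 uM final met coupling enzymes for 10 min at RT; substrate and AmpLite Red detection followed, with a 525/598 nm fluorescence read after 20 min.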
# NPC1 prom act: NPC1 promoter activation; 2.4% of 320,000 active; AID 485313; Potency, µM (series often up to 9.22 µM), for the others: at the top dose activation, hits mostly activators; Huh7 NPC1 promoter luciferase reporter, 24 h;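 note: potency is the fitted concentration of half-maximal effect; % of control where 0% means no effect; nearly all actives have a fitted effect of over 60% in size; reporter is driven by a mutant NPC1 promoter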
#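 Luciferase expression driven by the NPC1 promoter was measured in stably transfected Huh7 cells after a 24 h compound incubation, using a luciferase reagent and a luminescence read.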
# uPA surface inh: blocks generation of uPA at the cell surface | cell surface uPA generation assay, qHTS | 0.31% of 330,000 active | Potency, µM (top dose mostly 38.3 µM), for the others: top-dose activity change, negative = inhibition, most hits filed as inhibitors; active = well fitted inhibition curve with a large enough effect; inconclusive = small, poorly fitted or top-dose-only effect; inactive = no such curve, though single readings can be large or run the other way; tested in mouse RAW 264.7 cells; note: potency is the fitted concentration of half-maximal effect; % is set by controls: 0 for no effect and ±100 for the full control effect; nearly all actives have a fitted effect of over 55% in size
# KCNH2 3.1 inh: blocks the human KCNH2 3.1 channel isoform. activity change, % (tested at about 1.8 µM). U2OS KCNH2 3.1, thallium flux FluxOr; hits give low values. 0.95% of 340,000 active;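 active = maximum activity change below -70%; inconclusive = maximum activity change from -70% to -50%; inactive = maximum activity change above -50%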;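 note: thallium influx rate constant from kinetic fluorescence after stimulation buffer; % is set by controls: 0 for no effect and ±100 for the full control effect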
#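 FluxOr-based Tl+ influx in U2OS cells transduced with KCNH2 3.1 virus; rate constants normalized to DMSO controls.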
# Active calls of the source: *; u = inconclusive; x = no result given; & = joins results of further samples; [ ] = another dose, or the depositor's remark. Unless noted, calls come from the whole dose curve; as a rule, active = well fitted curve in the direction sought with a large enough effect; inconclusive = small, poorly fitted or top-dose-only effect, or another doubt; inactive = no such curve, though single readings can be large; an effect the other way counts as inactive or inconclusive.
SMILES,Giardia killer,Tb PFK block,RORg inh,FLuc modulator,VP16 counter,ELG1 genotoxic,Rab9 prom act,FBPA coupling cs,NPC1 prom act,uPA surface inh,KCNH2 3.1 inh
COc1ccc(NC(=S)N(CCN2CCOCC2)Cc2ccccc2F)cc1,-16,-3%,u,-1%,7%,1%,-2%,0,-1%,-4%,11
NC1=NC(=O)/C(=C\c2cccs2)S1,21,-7%,-6%,u,-2%[0.365 µM],8%,-6%,0,0%,-1%,-2
Nc1ncc(Br)cc1S(=O)(=O)NCCC(=O)NC1CCCCC1,1,1%,4%,-2%,3%,-7%,-1%,x,-2%,-2%,-6
COc1ccc(CNC(=O)CN(Cc2ccco2)C(=O)CCC(=O)Nc2ccccn2)cc1,13,-7%,-3%,3%,4%,-4%,-5%,-1,-3%,0%,-2
COc1ccc(C2(O)CCN(CC(=O)Nc3nc(-c4ccccc4)cs3)CC2)cc1,4,0%,1%,-16%,3%,-10%,-3%,0,-6%,-6%,u
CCCCn1c(O)c(/C=C2\C=NN=C2c2ccccc2)sc1=S,1,1%,u,-9%,u,8%,0%,-5,0%,2%,-8
CCOc1cc(N2CCOCC2)c(OCC)cc1NC(=O)Cn1[nH]c(=O)c2ccccc2c1=O,2,-1%&1%,1%&10%,0%&10%,-3%&2%,-1%,-9%&-2%,1&1,-2%&-2%,-3%,-25
COc1cccc(CNS(=O)(=O)c2ccc(S(=O)(=O)NC3CC3)cc2)c1,6,-8%,28%,0%,10%,-5%,-1%,-3,-2%,1%,-2
CC(C(=O)N1CCc2ccccc21)N1CCN(S(=O)(=O)c2ccc(C(F)(F)F)cc2)CC1 (centres undefined),-1,-5%,x,0%,x,1%,0%,x,1%,-2%,4
O=C(CCN1C(=O)/C(=C/c2ccccc2)SC1=S)NCCc1ccc(O)cc1,0,2%,u,0%,u,-2%,-9%,x,-8%,u,6
CC(=O)Nc1ccc(NC(=O)c2cccc(Oc3ccccc3)c2)cc1,-13,-1%,1%,2%,3%,17%,3%,-2,-2%,x,-4
O=C(OCc1cc(Cl)ccc1OC(F)F)c1cncc(Br)c1,-1,0%,17%,2%,13%,1%,9%,5,0%,-3%,12
CCN(CC)S(=O)(=O)c1ccc(C(=O)N2CCN(c3ncccn3)CC2)cc1,-11,-5%,13%,2%,4%,2%,6%,3,2%,-4%,1
CC1(C(=O)NC(=S)NNC(=O)c2ccncc2)CCCCC1,-5,0%,5µM*,-12%,13µM*,8%,-10%,-8,-8%,-1%,1
CCOc1ccc(S(=O)(=O)c2c(C(=O)c3ccccc3)cnc3cc4c(cc23)OCCO4)cc1,-13,10%,33%,0%,3%,-3%,-4%,2,-3%,-3%,-10
CCCCn1c(SCn2nnc3ccccc3c2=O)nc2cc(S(N)(=O)=O)ccc21,-3,-2%,-1%,2%,3%,-9%,-9%,-6,-1%,-1%,-8
C[C@H](NC(=O)c1[nH]cnc1C(=O)Nc1cccc(Cl)c1)c1ccccc1,-5,3%,x,3%,x,-2%,-2%,x,0%,-19%,-5
O=C(/C=C/c1ccc(F)cc1)NCCC1=CCCCC1,-1,0%,20%,15µM*,u,13%,u,2,u,-9%,1
COC(=O)[C@@]12CCCCN1[C@H](c1ccc(-c3ccc(OC)cc3)cc1)[C@@H]1C(=O)N(C)C(=O)[C@@H]12,43[activator],7%,x,3%,x,-7%,24%,x,1%,-3%,-24
O=C(CSc1nc(O)c(Cc2ccccc2)c(=O)[nH]1)N1CCOCC1,-9,2%,11%,-3%,-5%,0%,-3%,-2,2%,u,-5
O=C(O)c1[nH]c2ccc(Cl)cc2c1CC(=O)N1CCN(c2ccccc2)CC1,-10,3%,-3%,-15%,5%,-1%,13%,1,4%,2%,-16
Cc1ccccc1CNC(=O)CCn1nc(C)c2c(C)n(-c3ccccc3)nc2c1=O,22,1%,6%,1%,-4%,1%,-3%,x,-2%,1%,30
Cc1nccn1CCOc1ccccc1Cl,-23,u,u,2%,-7%,-2%,0%,-1,0%,7%,-22
O=C(NC1(C(F)(F)F)NC(=O)N(C2CCCCC2)C1=O)C1CC1 (centres undefined),-1,-2%,-2%,1%,1%,2%,1%,1,-3%,3%,10
COc1ccccc1C(=O)NNC(=O)c1ccccc1[N+](=O)[O-],1,0%,-19%,0%,16%,-1%,9%,-1,0%,0%,-2

# Reprinted from the part before: 3 entries; new compounds follow.
SMILES,Giardia killer,Tb PFK block,RORg inh,FLuc modulator,VP16 counter,ELG1 genotoxic,Rab9 prom act,FBPA coupling cs,NPC1 prom act,uPA surface inh,KCNH2 3.1 inh
Cc1nccn1CCOc1ccccc1Cl,-23,u,u,2%,-7%,-2%,0%,-1,0%,7%,-22
O=C(NC1(C(F)(F)F)NC(=O)N(C2CCCCC2)C1=O)C1CC1 (centres undefined),-1,-2%,-2%,1%,1%,2%,1%,1,-3%,3%,10
COc1ccccc1C(=O)NNC(=O)c1ccccc1[N+](=O)[O-],1,0%,-19%,0%,16%,-1%,9%,-1,0%,0%,-2
O=C(CSc1nnnn1C1CCCCC1)Nc1ccc(F)cc1,0,-7%,1%,-1%,2%,0%,-5%,2,-2%,2%,-13
O=C(O)COc1ccc(/C=C/c2nc(-c3ccccc3O)n[nH]2)cc1,-4,-9%,9%[1.91 µM],11µM*,-1%,-6%,-2%,2,-5%,-8%,7
CCCCN1C[C@H](Cc2ccccc2)[C@@H](CC(=O)Nc2ccccc2)C1=O,3,-4%,41%,2%,2%,-6%,0%,2,-2%,3%,13
COC(=O)c1sc(-c2ccc(C(C)(C)C)cc2)cc1NC(=O)CSCC(=O)O,-2,0%,-35%,3.4µM*,-28%,9%,-2%,13,4%,-6%,-10
Cc1n[nH]c(C)c1Sc1ccccc1N=Cc1cc([N+](=O)[O-])ccc1O,x,-7%,-12%,2%,-9%,-5%,-4%,1,-1%,x,x
CN(C)c1ccc(Nc2c3c4c(cccc4n(C)c2=O)C(=O)c2ccccc2-3)cc1,-19,0%,u,u,-14%,-10%,-18%,-12,-33%[inhibitor],4%,8
COc1ccc(C(=O)N2CCCC(c3nc(-c4cc(OC)c(OC)c(OC)c4)no3)C2)cc1 (centres undefined),-2,-3%,7%,3%,11%,-4%,-3%,-1,-1%,x,3
CC1(C)C(=O)NCCN1C(=O)CC1C(=O)NCCN1Cc1cccc(C(F)(F)F)c1 (centres undefined),-28,5%,-32%,2%,-1%,5%,0%,x,-2%,-3%,0
Cc1ccc2sc(NC(=O)c3cccc(N4C(=O)CCC4=O)c3)nc2c1C,-13,2%,8%,1.9µM*,-16%,2%,11%,x,17%,u,-1
CN(CC(=O)Nc1ccc(F)cc1)CC(=O)NC1CCCCC1,-15,-8%,x,x,x,-1%,0%,x,3%,-4%,-2
O=C(c1ccc(C(=O)N2CCCc3ccccc32)nc1)N1CCCc2ccccc21,1,4%,14%,1%,12%,-5%,2%,1,0%,2%,6
Clc1ccc(C(c2ccccc2)N2CCN(c3ccccn3)CC2)cc1 (centres undefined),23,3%,-22%,1%,12%,-5%,-3%,-7,-7%,-1%,1
Nn1c(SCC(=O)NC2CCCCC2)nnc1-c1ccco1,5,0%,x,-1%,x,0%,1%,x,-1%,4%,-3
COC(=O)CCN(C(=O)C12CC3CC(CC(C3)C1)C2)c1ccccn1,6,2%,-15%,-2%,2%,3%,1%,3,1%,6%,3
CC1=CCC2C(=O)N(c3ccc4ccccc4n3)C(=O)C2C1 (centres undefined),-2,-4%,39%,-20%,7%,2%,0%,0,-5%,2%,-1
CCn1c(=N)n(CCOc2ccc(OC)cc2)c2ccccc21,3,0%,-54%,0%,1%,-11%,5%,0,-3%,-8%,-26

# 3 of these compounds in a different format:
# Results follow in this order: Giardia killer | Tb PFK block | RORg inh | FLuc modulator | VP16 counter | ELG1 genotoxic | Rab9 prom act | FBPA coupling cs | NPC1 prom act | uPA surface inh | KCNH2 3.1 inh
> CN(C)c1ccc(Nc2c3c4c(cccc4n(C)c2=O)C(=O)c2ccccc2-3)cc1
    -19 | 0% | u | u | -14% | -10% | -18% | -12 | -33%[inhibitor] | 4% | 8
> COc1ccc(C(=O)N2CCCC(c3nc(-c4cc(OC)c(OC)c(OC)c4)no3)C2)cc1 (centres undefined)
    -2 | -3% | 7% | 3% | 11% | -4% | -3% | -1 | -1% | x | 3
> CC1(C)C(=O)NCCN1C(=O)CC1C(=O)NCCN1Cc1cccc(C(F)(F)F)c1 (centres undefined)
    -28 | 5% | -32% | 2% | -1% | 5% | 0% | x | -2% | -3% | 0
